# Assay outcomes as filed in PubChem.
# sdo1 growth – sdo1-depleted yeast growth rescue. S. cerevisiae sdo1-depleted JHY4D growth rescue, OD600 30 h; stronger effect = higher value; pdr5 snq2 efflux-pump mutant strain. 140,000 compounds, 0.21% hits. z-score at 10 µM;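 active means z-score above 3 at both the 24 hr and the 30 hr optical density reads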;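 further: z-score against mean and SD of all compound wells on the same plate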
# Insulin prom inh – TRM-6 insulin promoter activity inhibition; TRM-6 cells (human fetal islet line), insulin promoter-eGFP reporter, imaging; reporter expression induced with tamoxifen; inhibition, % at 2 µM; 130,000 compounds, 0.9% hits;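 active means inhibition above the mean plus 3 SD, with well images judged a real hit on visual review, cut at about 60% in these data, passing the limit was not always enough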
# sdo1 growth Rescue 24 h – also measured in sdo1 growth; calls as there; z-score; S. cerevisiae sdo1-depleted JHY4D growth rescue, OD600; measured here: growth rescue at 24 h;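 0 is the plate mean of compound wells and units are plate SD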
# The depositor's hits bear a star; · = no result given; & = joins results of further samples; [ ] = another dose, or the depositor's remark. An excerpt (hit frequency here may not be typical).
# Sequence of screens – sdo1 growth, sdo1 growth Rescue 24 h, Insulin prom inh
- Cc1nc(SCC(=O)OCc2ccccc2)c(C#N)c(-c2ccccc2)c1C(=O)Nc1ccccc1
 : -0.3, 0.42, 9
- CCN1C(=O)C2(/C(=C(\O)c3ccc4c(c3)OCCO4)C(=O)C(=O)N2CCCOC)c2ccccc21 (configuration not stated)
 : 1, 0.51, 43
- Cc1cc(C(C)(C)C)c(O)c(C)c1CC1=NCCN1
 : 0.04, 0.07, ·
- CCCCc1c(O)nc(SCC(=O)N2CCOCC2)n(-c2ccccc2C)c1=O
 : 0.3, -0.03, ·
- CCOC(=O)C1=C(O)/C(=C/c2cccc(OC)c2O)N=C1C
 : ·, ·, -25
- CCOC(=O)c1cc2c(=O)n3ccccc3nc2n(CCCOC)c1=NC(=O)C(C)(C)C
 : 1.2, 2.2, -5
- CCCn1c(=N)n(CC(=O)c2cccs2)c2ccccc21
 : 0.57, -0.1, ·
- COc1ccc(CN2CC(C(=O)NCCCN3CCN(C)CC3)CC2=O)cc1 (configuration not stated)
 : 1.2, 2.7, -26
- Cc1c(C)c2ccc(OS(C)(=O)=O)cc2oc1=O
 : 0.37, -0.32, 0
- CCCCN1C2=NCCCN2c2ccccc21
 : 0.47, -0.25, -20
- Cc1nc2ccc(NC(=O)COc3ccccc3F)cc2s1
 : ·, ·, 18
- COc1ccc(O[C@H]2C=C[C@@H](c3ccccc3)O[C@@H]2CO/N=C(\C)CCN2CCc3nc(-c4ccccc4)c(-c4ccccc4)cc3C2)cc1
 : -0.46, 0.31, -10
- Cc1cc(C)c2oc(-c3ccc(C)c(NC(=S)NC(=O)c4cccs4)c3)nc2c1
 : -1.5, -0.64, 50
- COc1ccc(-c2nnc(N(C)C(=O)c3cccnc3)s2)cc1
 : 0.23, 0.31, ·
- Cn1c2ccccc2c2ncn(CCC3=CCCCC3)c(=O)c21
 : -0.18, 0.6, 0
- CCOc1ccc(NC(=O)CSc2nnc(C3CC3)n2N)cc1
 : 0.8, 0.21, ·
- CC(C)CC(OC(=O)c1cccs1)C(=O)NCc1ccco1 (configuration not stated)
 : 0.46, 0.64, -22
- NNC(=O)C=C1CCN(c2ncc(C(F)(F)F)cc2Cl)CC1
 : 0.19, -0.94, -11
- Nn1c(-c2cccc(Br)c2)n[nH]c1=S
 : 2.4, 1.2, ·
- Cc1cc(C)cc(OCC(=O)Nc2ccc(F)cc2)c1
 : -0.09, -0.17, -26
- CCCCOC(=O)c1ccc(NC(=S)NC(=O)c2c(Cl)cnn2CC)cc1
 : -0.78, -0.43, ·
- CCOC(=O)c1nnn(-c2nc(OC)nc(N(C)C)n2)c1-c1ccccc1
 : -1.2, -0.76, -21
- COc1ccc(-c2cn3ccc4ccccc4c3n2)cc1
 : -0.1, -0.15, 77*
- COc1ccccc1N1CCN(C(=O)c2ccc3c(=O)n(Cc4ccco4)c(=S)[nH]c3c2)CC1
 : 0.21&1.7, 1.4&2.5, ·
- CCOc1ccc(-c2nc(CSCC(=O)N3CCN(c4cccc(OC)c4)CC3)c(C)o2)cc1
 : -0.56, -1.1, ·
- S=c1[nH]nc(-c2ccc3ccccc3n2)o1
 : 0.36, 0.03, -8
- O=C(CS(=O)CC(=O)N(CC(=O)NC1CCCC1)C1CCCCC1)Nc1ccc(F)cc1 (configuration not stated)
 : 0.25, -0.02, -38
- O=C(O)CCC(=O)Nc1cccc(C(=O)Nc2ccc(Br)cc2)c1
 : ·, ·, 44
- Cc1nn(C)cc1C(C(=O)NC1CCCCC1)N(C(=O)Cc1cccs1)c1ccc(F)cc1 (configuration not stated)
 : 2.5, 1.1, -52
- COc1cc(NC(=O)c2cc(-n3cnnc3)ccc2Cl)cc(OC)c1
 : 0.02, -0.6, -354

# Some of the entries so far, as labelled records:
NNC(=O)C=C1CCN(c2ncc(C(F)(F)F)cc2Cl)CC1
  sdo1 growth: 0.19
  sdo1 growth Rescue 24 h: -0.94
  Insulin prom inh: -11
Nn1c(-c2cccc(Br)c2)n[nH]c1=S
  sdo1 growth: 2.4
  sdo1 growth Rescue 24 h: 1.2
  Insulin prom inh: ·
Cc1cc(C)cc(OCC(=O)Nc2ccc(F)cc2)c1
  sdo1 growth: -0.09
  sdo1 growth Rescue 24 h: -0.17
  Insulin prom inh: -26
CCCCOC(=O)c1ccc(NC(=S)NC(=O)c2c(Cl)cnn2CC)cc1
  sdo1 growth: -0.78
  sdo1 growth Rescue 24 h: -0.43
  Insulin prom inh: ·

# Remaining list, next part:
# Sequence of screens – sdo1 growth, sdo1 growth Rescue 24 h, Insulin prom inh
- FC(F)(F)c1cccc(NCc2n[nH]c(=S)n2C2CCCCC2)c1
 : ·, ·, -27
- Cc1cccc(OCC(=O)Nc2ccc(N3CCN(C(=O)c4ccccc4)CC3)cc2)c1
 : -0.31, 0.15, -3
- CCCOc1ccc(C2C(C(=O)OC)=CN(CCOC)C=C2C(=O)OC)cc1
 : -0.32, -0.63, 17
- CCOC(=O)CCc1c(C)c2c(C)nn(-c3ccccc3)c2[nH]c1=O
 : 0.43, 0.36, ·
- CN(Cc1ccccc1)C(=O)c1c[nH]c2ccc(S(=O)(=O)N3CCOCC3)cc2c1=O
 : -0.23, -0.04, 14
- O=C(Nc1ccc(Oc2cccnc2)cc1)c1cccc([N+](=O)[O-])c1
 : 0.58, 0.46, -6
- Cc1c(NC(=O)CCC(=O)N2CCOCC2)c(=O)n(-c2ccccc2)n1C
 : 1.3, 2, -84
- CC(=O)c1coc2ccc(OCCN3CCCCC3)cc12
 : -0.27, -0.62, -21
- O=C(Nc1ccccn1)C1CCN(S(=O)(=O)c2cccs2)CC1
 : 0.26, 0.2, ·
- Cc1cccc(-n2c(SCC(=O)NC3CCCC3)nnc2-c2ccoc2C)c1
 : -0.19, -0.61, -306
- CCc1ccc(OC(=O)c2ccn(CC)n2)cc1
 : -0.34, -0.46, ·
- CC(C)CC(COCc1ccc(C(F)(F)F)cc1)N1CCN(C(=O)c2ccc(C(F)(F)F)cc2)CCC1=O (configuration not stated)
 : -0.4, -0.87, 10
- CCOc1ccc(N=C2SC(C(=O)O)CC(=O)N2C)cc1 (configuration not stated)
 : 0.26, 0.1, ·
- COC1=Cc2c(ccc3ccc(=O)oc23)OC1(C)C
 : -0.72, -0.28, -74
- O=C(C1CCC(CNS(=O)(=O)c2cccc3cccnc23)CC1)N1CCCC1 (configuration not stated)
 : 0, -0.13, ·
- C=CCS/C(=N\n1cnc2ccccc2c1=O)N1CCCCC1
 : -0.2, -0.33, ·
- Nc1c(Cl)cc(Cl)cc1C(=O)OCC(=O)NC1CC1
 : 0.87, 0.98, 0
- Cn1c(SCc2ccccc2)nnc1-c1cccs1
 : 0.09, -0.02, 3
- COc1ccccc1N1CCN(CCC(=O)Nc2ccc3c(c2)OCO3)CC1
 : -0.42, -0.94, -22
- Cc1[nH]c2ccccc2c1C(=O)CN1C(=O)NC2(CC(C)CC(C)(C)C2)C1=O (configuration not stated)
 : -0.03, -0.35, 27
- CC(C)Sc1nc(N2CCOCC2)c2c3c(sc2n1)COC(C)(C)C3
 : -1.7, -1.1, -35
- CC(=O)c1ccc(NC(=O)C2CCCN2S(=O)(=O)c2cccc3cccnc23)cc1 (configuration not stated)
 : 0.74, 0.83, ·
- O=C(Nc1cccc2ncccc12)c1cccc(F)c1
 : 0.84, 0.45, -43
- COc1ccc(OC)c(S(=O)(=O)Nc2ccc(O)c3ccccc23)c1
 : -0.37, -0.3, -258
- O=C(N/N=C\c1cc([N+](=O)[O-])ccc1N1CCCC1)c1ccccn1
 : ·, ·, 0
- CCC(Sc1nc(=O)cc(N)n1CCc1ccccc1)C(=O)Nc1ccccc1C#N (configuration not stated)
 : 0.02, 0.24, 3
- Cc1cc(NC(=O)CC#N)n(-c2ccccc2)n1
 : ·, ·, -11
- CCCCNC(=O)c1nc2ncc(Br)cn2n1
 : 1.3, 0.21, 0
- CCOC(=O)Cc1cnc(NC(=O)CSc2nc(C)cc(C)n2)s1
 : ·, ·, -25
- Cn1c(=O)c2c(nc(NCc3ccc4c(c3)OCO4)n2C)n(C)c1=O
 : 0.31, 0.97, -52
- CCOC(=O)c1c(C)[nH]c(C)c1C(=O)CSc1nc2ccccc2n1CCOC
 : 0.22, 0.36, ·
- COC(=O)c1ccccc1NC(=O)C1CC(=O)N(c2ccccc2)C1 (configuration not stated)
 : 0.14, -0.15, -22
- CC1=C(C#N)C2(O)C(=O)c3ccccc3C2(O)N1 (configuration not stated)
 : ·, ·, -53
- COC(=O)C1=NN(C(=O)c2ccccc2)C(C)(O)C1 (configuration not stated)
 : 0.98, 1.4, -23
- N=c1c2c(-c3ccccc3)c(-c3ccccc3)n(Cc3ccccc3)c2ncn1CCCO
 : -2.1, -1.2, -32
- O=C(Nc1ccccc1)Nc1ccccn1
 : -0.26, -0.37, 33
- O=C(CN1C(=O)/C(=C\C=C\c2ccccc2)SC1=S)Nc1ccc(F)cc1
 : -0.44, -0.01, -11
- Cc1ccccc1C(=O)NNC(=O)CCC(=O)Nc1cccc(Cl)c1C
 : 1, 0.28, -37
- COc1cccc(NC(=O)C(OC(=O)c2ccccc2NS(=O)(=O)c2cccs2)c2ccccc2)c1 (configuration not stated)
 : -0.28, -0.85, ·
- CSc1ccc(C2C(C#N)=C(N)Oc3cc4c(cc32)OCO4)cc1 (configuration not stated)
 : -1.6, 0.23, -12
- CCOC(=O)c1[nH]c2ccccc2c1NC(=O)c1ccc(S(=O)(=O)N2CCOCC2)cc1
 : 0.56, 0.54, 29
- O=C(O)c1cccnc1Cl
 : 0.4, -0.89, 26
- CC(=O)Nc1cc(C(=O)OCC(=O)c2ccccc2)ccc1C
 : 0.52, 0.45, 13
- COc1cc(OC)c(S(=O)(=O)Nc2ccc(C(=O)N3CCCC3)cc2)cc1NC(C)=O
 : ·, ·, 12
- O=C(NCc1cccs1)C(=O)NCC(c1ccco1)N1CCN(c2ccc(F)cc2)CC1 (configuration not stated)
 : ·, ·, -178
- Cc1c(Nc2nc(-c3ccccc3)cs2)c(=O)n(-c2ccccc2)n1C
 : 0.17, 0.48, ·
- COCCCNC(=S)Nc1ccc(CC(=O)O)cc1
 : 0.19, -0.16, 50
- O=C1N(Cc2cccc(Cl)c2)C[C@@H]2C[C@@H](c3ccc4nonc4c3)N3CCC[C@@]123
 : ·, ·, -62
- CN(CC(=O)Nc1ccc(S(=O)(=O)N2CCCC2)cc1)Cc1ccc(Cl)c(Cl)c1
 : -0.42, 0.24, 24
- CC(C)Cn1c(N)c(C(=O)COC(=O)c2cccc(F)c2)c(=O)n(C)c1=O
 : ·, ·, 27
- Cc1cc(C(=O)NC2CCCc3ccccc32)c(C)o1 (configuration not stated)
 : 0.66, 0.74, 0
- COc1ccc(/C=C/C(=O)NCCN2CCOCC2)cc1OC
 : ·, ·, -33
- CC(C)(C)NC(=O)c1ccc(Sc2ccccc2)c([N+](=O)[O-])c1
 : 2.2, 1.9, -175
- C/C(=N\NC(=O)CSc1nc2nc(C)cc(C)n2n1)c1ccccc1
 : 1.3, 0.45, -8
- NC(=O)NC(=O)CSc1nnc(-c2ccco2)n1Cc1ccccc1
 : 0.07, -0.06, 23
- CC(C)[C@H](NC(=O)Cc1ccccc1)C(=O)OCc1cc(=O)n2c(n1)sc1ccccc12
 : -0.49, -0.61, ·
- CCN1CCCc2cc(CN(CCN3CCOCC3)C(=S)Nc3ccccc3C)ccc21
 : ·, ·, 8
- CCc1cc2c(=O)c(-c3nc4ccccc4n3C)c(COCC(=O)O)oc2cc1O
 : 0.82, 1.1, 23
- Cc1[nH]nc(-c2ccc(O)cc2O)c1-c1ccc(Cl)cc1
 : -2.1, -1.1, 3
- COc1cc(C)ccc1OCCOCCOc1c(C)cc(C)cc1Br
 : -0.5[7.4 µM], 0.02, 6

# Next section:
# Sequence of screens – sdo1 growth, sdo1 growth Rescue 24 h, Insulin prom inh
- CN(C)Cc1cnc2ccc(Cl)cn12
 : -0.68, -0.34, 32
- O=C(N/N=C/c1ccccc1C(=O)O)c1cc(-c2ccc3c4c(cccc24)CC3)n[nH]1
 : ·, ·, 44
- COc1cc(OC)cc(-c2nc(-c3ccccc3)no2)c1
 : -0.47, 0.35, -169
- CCCC(=O)Nc1ccc(Cl)c(NC(=O)c2cccnc2)c1
 : -0.11, -0.4, -6
- Cc1cc2ccc(C)c(C)c2nc1SCC(=O)c1cccs1
 : -1.3, -0.98, 12
- CSc1nnc2c3ccccc3n(Cc3ccccc3)c2n1
 : -2.4, -1.6, -35
- Cc1cc(C)c(-c2cc(NC(=O)CSc3nncn3C)n(-c3ccccc3)n2)cc1C
 : -0.11, -0.65, ·
- Cc1onc(-c2c(Cl)cccc2Cl)c1C(=O)NC(C)(C)CO
 : 1.4, 0.83, 0
- CC(NC(=O)C(NC(=O)C1CCCN1C(=O)OC(C)(C)C)C(C)C)C(N)=O (configuration not stated)
 : 0.75, 0.7, 30
- CC/C(O)=C1\C(=O)CCCC1=NCc1nc2ccccc2[nH]1
 : ·, ·, -64
- CC(C)(C)OC(=O)N1CCN(c2ccc([N+](=O)[O-])cc2)CC1
 : ·, ·, -31
- O=C(O)CSc1nnnn1-c1ccccc1
 : -0.15, -0.89, ·
- O=C(Oc1ccc(Br)cc1C(=S)N1CCCCC1)c1cc([N+](=O)[O-])cc([N+](=O)[O-])c1
 : -0.91, 0.23, 50

# Entries listed so far shown as hits in Insulin prom inh.
# Sequence of screens – sdo1 growth, sdo1 growth Rescue 24 h, Insulin prom inh
- COc1ccc(-c2cn3ccc4ccccc4c3n2)cc1
 : -0.1, -0.15, 77*
